# ERK AVP block: qHTS Assay for Inhibitors of the ERK Signaling Pathway using a Homogeneous Screening Assay | AID 995, 2007 | HEK293-V1b, vasopressin-stimulated pERK AlphaScreen | Potency, µM (titrated, usually from 57.5 µM), for the others: top-dose activity, negative = inhibition, actives largely listed as inhibitors | 72,000 tested, 0.99% active; also: potency is read from the fitted curve at half-maximal effect; % is scaled to controls: 0 for no effect and ±100 for the full control effect; nearly all actives have a fitted effect of over 55% in size
#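 Overnight-seeded V1b-HEK293 cells in 1% FBS got compound, then vasopressin (25 nM final, 5 min, 37C), then lysis buffer. AlphaScreen detection of phospho-ERK; activity normalized to basal and full-stimulation controls.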
# Caspase-1 inhib: qHTS Assay for Allosteric/Competitive Inhibitors of Caspase-1. Caspase-1 enzyme, Ac-WEHD-AFC fluorogenic rate. 75,000 tested, 0.03% active. P29466. Potency, µM (top dose mostly 57.5 µM), inactives show at the highest dose activity change, negative = inhibition, actives largely listed as inhibitors;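 also: potency is read from the fitted curve at half-maximal effect; plate controls were vehicle for no effect and no substrate for full effect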
# 4MU fluor: qHTS Assay for Spectroscopic Profiling in 4-MU Spectral Region. max dye-equivalent concentration, M. 59,000 tested, 11% active. compound autofluorescence, 340/450 nm, 4-MU equivalents; stronger effect = higher value; in the data active = max dye-equivalent concentration above about 10 nM; inconclusive = mostly about 1.1 nM to 9.6 nM
#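 Compounds in 100 mM Tris, pH 8.0, incubated 15 min at room temperature, then fluorescence read at 340 nm excitation/450 nm emission. Signal converted to 4-MU dye-equivalent concentration using an on-plate six-point 4-MU standard curve.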
# HEK293 cAMP ctrl: qHTS Assay for Agonists of the Thyroid Stimulating Hormone Receptor: Activators of Intracellular cAMP Concentrations in Parental HEK 293 | 73,000 tested, 2.5% active | parental HEK293 CNG cAMP sensor, membrane potential fluorescence | Potency, µM (titrated, usually from 57.1 µM), for the others: at the highest dose activation, actives largely listed as activators | AID 938, 2007; also: potency is read from the fitted curve at half-maximal effect; % of control where 0% means no effect; nearly all actives have a fitted effect of over 55% in size
#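 Parental HEK 293 cells stably expressing a modified CNG channel (no TSHR) report cAMP rise as membrane depolarization. Membrane potential dye with 100 uM RO 20-1724 was loaded for 60 min at room temperature, then compound added for 30 min; fluorescence read at 590 nm.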
# Fluorescein fluor: qHTS Assay for Spectroscopic Profiling in Fluorescein Spectral Region; Compound autofluorescence, 480/540 nm, fluorescein-equivalent; stronger effect = higher value; max fluorescein-equivalent concentration, M; 59,000 tested, 0.91% active; in the data active = max fluorescein-equivalent concentration above about 10 nM; inconclusive = between about 1.1 nM and that limit
#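 Autofluorescence profiling; 100 mM Tris, pH 8.0; incubation 15 min at RT; ex/em 480/540 nm; result as fluorescein-equivalent concentration.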
# FLuc inh: qHTS Assay for Inhibitors of Firefly Luciferase; Potency, µM (series often up to 57.1 µM), inactives show top-dose activity change, negative = inhibition, most hits filed as inhibitors; purified firefly luciferase, luminescence, 8 min; Luciferin 4-monooxygenase (Photinus pyralis), P08659; 72,000 tested, 2.2% active; also: potency is read from the fitted curve at half-maximal effect; % is scaled to controls: 0 for no effect and ±100 for the full control effect; nearly all actives have a fitted effect of over 40% in size
#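 Compounds were tested as concentration series (qHTS) against purified P. pyralis luciferase with luciferin and 10 uM ATP in 50 mM imidazole pH 7.2, 50 mM KCl, 7 mM MgCl2, 0.01% Tween 20, 0.05% BSA. Luminescence was read after 8 min at ambient temperature.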
# A350 autofl: qHTS Assay for Spectroscopic Profiling in A350 Spectral Region; max dye-equivalent concentration, M; 59,000 tested, 11% active; Compound autofluorescence, 340/450 nm, Alexa 350 dye-equivalents; stronger effect = higher value; in the data active = max dye-equivalent concentration above about 10 nM; inconclusive = mostly about 1.1 nM to 9.6 nM
# Tau filament bind: qHTS Assay for Tau Filament Binding; Microtubule-associated protein tau (Homo sapiens), P10636; recombinant tau filaments, thioflavin S fluorescence, 15 h; filaments grown with octadecylsulfate alongside compound; Potency, µM (series often up to 57.1 µM), inactives show top-dose activity change, negative = inhibition; 71,000 tested, 2% active;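 also: potency is read from the fitted curve at half-maximal effect; % is scaled to controls: 0 for no effect and ±100 for the full control effect; actives lower thioflavin S fluorescence by blocking filaments or displacing dye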
#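 ThS-based fibril read: tau 1 uM final, inducer ODS 30 uM final, 37 C for 15 h, ex 450/em 510 nm.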
# Rhodamine autofl: qHTS Assay for Spectroscopic Profiling in Rhodamine Spectral Region; max dye-equivalent concentration, M; AID 594, 2007; Rhodamine-region fluorescence, 547/598 nm, Tris buffer; stronger effect = higher value; 59,000 tested, 0.05% active; in the data active = max dye-equivalent concentration above about 11 nM; inconclusive = between about 1.1 nM and that limit
#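 Steps: pin-transfer compounds into pH 8.0 Tris (100 mM), hold 15 min at room temperature, image with a 547/598 nm filter pair, and convert intensities to rhodamine-equivalent concentration using a six-point on-plate rhodamine series.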
# Caspase-7 inhib: qHTS Assay for Allosteric/Competitive Inhibitors of Caspase-7. P55210. recombinant caspase-7, Ac-DEVD-AFC fluorescence rate. Potency, µM (titrated, usually from 57.5 µM), without a hit: at the top dose activity change, negative = inhibition, hits mostly inhibitors. 75,000 tested, 0.02% active; active = well fitted inhibition curve with a large enough effect in the main read-out, with a control signal flat, not every such curve was filed as active; inconclusive = small, poorly fitted or top-dose-only effect, or a change in a side signal; also: potency is read from the fitted curve at half-maximal effect; % of control where 0% means no effect
# TexasRed autofl: qHTS Assay for Spectroscopic Profiling in Texas Red Spectral Region; Compound fluorescence, Texas Red channel, 547/618 nm; stronger effect = higher value; max dye-equivalent concentration, M; 59,000 tested, 0.06% active; AID 587, 2007; in the data active = max dye-equivalent concentration above about 10 nM; inconclusive = between about 1.1 nM and that limit
#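 Compound fluorescence was read after 15 min at room temperature in 100 mM Tris, pH 8.0, using 547 nm excitation and 618 nm emission across a concentration series. It was expressed as Texas Red dye-equivalent concentration from an on-plate standard curve.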
# * = called active by the depositor; i = inactive; ? = inconclusive; · = not tested or not shown; [ ] = another dose, or the depositor's remark. Unless noted, calls follow the shape of the dose curve; as a rule, active = well fitted curve in the direction sought with a large enough effect; inconclusive = small, poorly fitted or top-dose-only effect, or another doubt; inactive = no such curve, though single readings can be large; an effect the other way counts as inactive or inconclusive. This is a subset; rates above refer to the full screens.
canonical_smiles	ERK AVP block	Caspase-1 inhib	4MU fluor	HEK293 cAMP ctrl	Fluorescein fluor	FLuc inh	A350 autofl	Tau filament bind	Rhodamine autofl	Caspase-7 inhib	TexasRed autofl
CN(C(=O)c1ccncc1)c1nnc(-c2ccccn2)s1	-2%	0%	i	3%	i	-13%	?	9%	i	·	i
CC(C)C(=O)NC(c1ccco1)c1ccc2cccnc2c1O (stereo not given)	?	-6%	·	?	·	1%	·	49%	·	-6%	·
O=C(CN1C(=O)c2ccccc2S1(=O)=O)Nc1ccc(S(=O)(=O)N2CCCC2)cc1	-6%	0%	i	-4%	i	2%	i	-1%	i	-1%	i
O=C(Oc1ccccc1)c1cccc2cccnc12	-5%	-6%	i	5%	i	-3%	i	-8%	i	-1%	i
O=C(O)CNC(=O)C1COc2ccccc2O1 (stereo not given)	-15%	1%	i	7%	i	0%	i	-4%	i	0%	i
O=C(Nc1nnc(CC(=O)N2CCOCC2)s1)C1COc2ccccc2O1 (stereo not given)	3%	0%	i	8%	i	2%	i	10%	i	-1%	?
Cc1ccc(C(C(=O)NC2CCCCC2)N(CC2CCCO2)C(=O)CNC(=O)c2ccco2)cc1 (stereo not given)	-10%	2%	i	-3%	i	5%	i	-5%	i	-3%	i
CCN(CC)C[C@@H](O)CN1CCCCc2nc(C)c(C)cc21	11%[11.5 µM]	0%[11.5 µM]	·	-1%[11.4 µM]	·	0%[11.4 µM]	·	·	·	0%[11.5 µM]	·
c1ccc(-n2nnnc2NCCc2c[nH]c3ccccc23)cc1	-2%	-1%	i	4%	i	2%	i	-15%	i	1%	i
CC(=O)N1CCc2cc(S(=O)(=O)NCCC(=O)Nc3ccc4c(c3)OCCO4)ccc21	11%	0%	i	-1%	i	-28%	i	3%	i	3%	?
Cc1nc(CC(=O)O)c(-c2ccccc2)s1	6%	0%	i	6%	i	-1%	i	-13%	i	0%	i
CC(=O)N1CCc2cc(NC(=O)c3ccc(C)cc3)ccc21	-23%	-1%	i	7%	i	6.3µM*	i	8%	i	2%	i
Cc1ccc(C2CC(c3ccccc3OC(F)F)Nc3ncnn32)cc1 (stereo not given)	-20%	-1%	i	?	i	0%	i	5%	i	1%	i
Cc1n[nH]c(C)c1CCc1nc2c3ccccc3nc(SCC(N)=O)n2n1	-1%	1%	?	1%	i	0%	?	9%	i	1%	i
Cc1nc(SCC(=O)c2ccccc2)n[nH]1	13%	-3%	i	4%	i	0%	i	-2%	i	-1%	i
Cc1nn(-c2ccccc2)c(C)c1NC(=O)c1cccs1	-9%	-1%	?	9%	i	2%	?	8%	i	1%	?
CCn1c(-c2cc(Br)cc(OC)c2O)nc2cc(S(=O)(=O)N(C)C)ccc21	-15%	-3%	i	0%	?	-3%	i	-9%	i	-1%	i
CC(=O)c1cccc(NC(=O)NCc2ccco2)c1	-15%	1%	i	1%	i	-1%	i	9%	i	-1%	?
COc1ccccc1CNC(=O)CSc1nc(-c2ccccc2)cn1N	?	1%	i	6%	?	-1%	i	18%	i	-1%	i
COc1ccccc1-c1noc(-c2cc(OC)c(OC)c(OC)c2)n1	-11%	0%	i	2%	?	-2%	?	19%	i	-2%	i
COCc1cc(=O)[nH]c(/N=C(\N)Nc2ccc(Oc3ccccc3)cc2)n1	-9%	-5%	i	-5%	i	-6%	i	14%	i	-2%	?
O=C1C2C3c4ccccc4C(c4ccccc43)C2C(=O)N1Cc1ccco1 (stereo not given)	?	-2%	·	20%[11.4 µM]	·	0%	·	35%[11.4 µM]	·	0%	·
O=C1CNC(=O)/C1=C\N1CCCCC1	-3%	-1%	i	3%	i	3%	i	6%	i	0%	i
CC1CC(=O)C2=C(C1)Nc1ncnn1C2c1ccccc1 (stereo not given)	7%	1%	2.5e-08M*	2%	?	4%	2.9e-08M*	-6%	i	-1%	i
Cc1cc(C(=O)Nc2c(F)cc(F)cc2Br)c(C)o1	14%	-1%	i	4%	?	0%	i	8%	i	-2%	i
COC(=O)C1=C(C)NC(=O)CC1c1ccc(C(=O)OC)cc1 (stereo not given)	-27%	-2%	·	-1%	·	1%	·	1%	·	-3%	·
Cc1nc(C)c(C(=O)Nc2ccc(Oc3ccccc3)cc2)o1	-6%	-3%	i	23%	?	-10%	i	·	i	-1%	i
COc1ccc(OCC(=O)Nc2cccc(NC(=O)COc3ccc(OC)cc3)n2)cc1	-11%	0%	i	3%	i	?	i	149%	i	-2%	?
COc1cc(C)c(Cl)cc1S(=O)(=O)NCC1CCCO1 (stereo not given)	2%	1%	i	5%	i	-1%	i	8%	i	-1%	i
O=C(CSc1nnc2ncccn12)N1CCCCCC1	-24%	-6%	i	5%	?	1%	i	-5%	i	0%	i
CCOC(=O)c1cccc(NC(=O)CN(c2ccc(C)cc2)S(=O)(=O)c2c(C)noc2C)c1	19%	-5%	i	11%	i	1%	i	-3%	i	0%	i
COc1ccc(N2C(=O)CC(Sc3nnc(-c4ccccc4)o3)C2=O)cc1 (stereo not given)	-14%	-8%	·	?	·	-11%	·	-3%[11.4 µM]	·	-4%	·
COc1ccc(C2CC(C(F)(F)F)n3nc(C(=O)O)c(Cl)c3N2)cc1OC (stereo not given)	-15%	0%	·	-1%	·	-6%	·	-8%	·	0%	·
Nc1c(C(=O)NCC2CCCO2)sc(=S)n1-c1ccccc1 (stereo not given)	0%	-2%	·	-23%	·	1%	·	1%	·	0%	·
CO[C@H]1COC(=O)C/C=C\[C@H](C)[C@@H](OC)COC(=O)[C@H](Cc2ccccc2)NC(=O)C/C=C\[C@@H]1C	18%[11.5 µM]	1%[11.5 µM]	·	18%[11.4 µM]	·	1%[11.4 µM]	·	·	·	-1%[11.5 µM]	·
COc1cccc(N2CCN(C(=O)c3ccc(=O)oc3)CC2C)c1 (stereo not given)	·	·	7.4e-08M*	·	i	0%[25.5 µM]	8.3e-08M*	·	i	·	i
CC(NC(=O)c1noc2c1CCCCC2)c1ccccc1 (stereo not given)	?	0%	·	6%	·	-3%	·	1%	·	-1%	·
CCCCC(=O)NC1=NC(=O)C(C)(C)S1	-18%	1%	i	1%	?	2%	i	-3%	i	0%	i
NC(=O)CS(=O)C[C@H](N)C(=O)O (stereo not given in full)	-11%[11.5 µM]	-5%[11.5 µM]	i	-3%[11.4 µM]	i	3%[11.4 µM]	i	6%[11.4 µM]	i	-9%[11.5 µM]	i
O=C(O)c1cccc(NC(=O)C23CC4CC(C2)CC(n2cnc(Cl)n2)(C4)C3)c1	0%	2%	i	2%	i	-2%	i	2%	i	-1%	?
CCN1CCN(c2nc3c(C)cccn3c(=O)c2/C=C(\C#N)S(=O)(=O)c2ccccc2)CC1	·	·	1.6e-08M*	·	?	1%[25.5 µM]	2e-08M*	·	i	·	i
c1ccc2[nH]c(CSc3nnc(-c4ccncc4)o3)nc2c1	-2%	-2%	?	8%	i	-4%	?	-16%	i	-3%	i
COc1ccc(NC(=O)C(c2ccccc2)N(C)C(=O)c2cnccn2)cc1 (stereo not given)	29%	-1%	i	21%	i	1%	i	-8%	i	-1%	i
N=c1n(CCN2CCCC2)c2ccccc2n1CC(O)c1ccco1 (stereo not given)	-5%	-2%	i	12%	i	2%	i	12%	i	1%	?
COc1cc(C(=O)Nc2c(-c3ccccn3)c(=O)c3ccccc3n2C)cc(OC)c1OC	-5%	1%	i	7%	i	5%	i	-4%	i	0%	i
CC(=O)OC(C(=O)NC1CCCCC1)c1ccc(C#N)cc1 (stereo not given)	-9%	1%	i	28%	i	-2%	i	-11%	i	-1%	i
CCOc1cc2[nH]c(=O)n(CCCC(=O)NCc3ccco3)c(=O)c2cc1OCC	21%	0%	?	2%	i	1%	?	7%	i	-1%	i
Cn1c(=O)c2nc(-c3ccc(Cl)cc3Cl)oc2c2ccccc21	-10%	-2%	·	1%	·	-16%	·	254%	·	0%	·
O=C(c1ccc2snnc2c1)N1CCOCC1	-4%	0%	·	-6%	·	2%	·	8%	·	1%	·
COc1ccc(NC(=O)CSC2CC(=O)N(c3ccc4c(c3)OCCO4)C2=O)cc1 (stereo not given)	-20%	-1%	i	-1%	i	0%	i	-9%	i	0%	i
CO[C@@H]1/C=C\CC(=O)N2CCC[C@@H]2C(=O)OC[C@H](C)C(=O)OC[C@H]1C	-15%[11.5 µM]	-2%[11.5 µM]	·	-5%[11.4 µM]	·	-1%[11.4 µM]	·	·	·	-2%[11.5 µM]	·
O=C(NCc1ccc(F)cc1)c1noc2c1CCCCC2	24%	1%	i	17%	i	0%	i	-9%	i	0%	?
